HepG2 tox = kills HepG2 cells in TGF-b inhibitor counter-screen; Potency, µM (doses to about 46.1 µM), without a hit: top-dose activity change, negative = cytotoxicity, actives largely listed as cytotoxic; HepG2 CAGA-GFP viability, ATP luminescence, 18 h; 0.76% of 410,000 active; further: potency means the concentration at half of the fitted maximal effect; some results filed as inactive show a strong effect at the top dose
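CellTiter-Glo luminescence gave cytotoxicity after 18 hours at 37 degrees C. The cells were HepG2 CAGA-GFP in 1% FBS DMEM, stimulated with 500 pg/mL TGF-beta after compound addition. %Activity was normalised to no-cell wells (complete cell-killing) and DMSO (no toxicity), and curves were fitted and classified.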
MCF10A rerep = DNA re-replication induction in MCF 10a cells | Potency, µM (titrated, usually from 46.1 µM), without a hit: at the highest dose activity, positive = re-replication, usual class: activators | MCF 10A DNA re-replication, Hoechst nuclear intensity, 48 h | 2.9% of 350,000 active; further: potency means the concentration at half of the fitted maximal effect; % of control where 0% means no effect; nearly all actives have a fitted effect of over 50% in size
IL1B secr inh = inflammasome signaling inhibition, IL-1 beta readout | activity change, % at 57.5 µM | THP-1 LPS/ATP IL-1B secretion, AlphaLISA, 16 h; active compounds read low | 4.7% of 360,000 active | AID 743279; in the data active means activity change below about -50%; inconclusive means mostly about -30% to -49%; further: on the % scale 0 is the no-effect control and ±100 the full control effect
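Secreted IL-1B measured by AlphaLISA bead assay after 16 h compound exposure of THP-1 cells; compounds (final up to 57.5 uM) added 1 h before LPS (250 ng/mL) and ATP (1.25 mM) stimulation; lower signal means less secretion.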
ATXN2 expr inh = inhibitors of ATXN2 expression; HEK-293 ATXN2-luciferase reporter, luminescence, 24 h; Potency, µM (titrated, usually from 57 µM), for the others: at the top dose activity change, negative = inhibition, usual class: inhibitors; 0.72% of 360,000 active; AID 1745845; further: potency means the concentration at half of the fitted maximal effect; on the % scale 0 is the no-effect control and ±100 the full control effect; nearly all actives have a fitted effect of over 55% in size
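ATXN2-luciferase reporter cells (luciferase flanked by upstream and downstream ATXN2 gene portions) were treated 24 h at 37 °C with compounds at up to 57 uM. SteadyGlo luminescence gave expression; GF-AFC fluorescence gave viability.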
S2 tox = viability counter-screen for ATXN expression inhibitors | S2 cells (HEK-293 line with an ATXN2-luciferase reporter) viability, CellTiter-Fluor protease fluorescence, 24 h | Potency, µM (series often up to 56.7 µM), most hits filed as cytotoxic | 0.49% of 400,000 active | AID 651635; further: potency means the concentration at half of the fitted maximal effect; nearly all actives have a fitted effect of over 40% in size
HT1080NT lethal = kills 2HG-producing HT-1080-NT fibrosarcoma cells; HT-1080-NT fibrosarcoma viability, CellTiter-Glo ATP luminescence, 48 h; 1.6% of 360,000 active; Potency, µM (doses to about 46.1 µM), inactives show top-dose activity, negative = less viability, most hits filed as cytotoxic;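 further: NT is the 2HG producing partner of a matched IDH1 knockdown line; potency means the concentration at half of the fitted maximal effect; 0% = DMSO-treated cells and -100% = media-only wells without cells; nearly all actives have a fitted effect of over 55% in size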
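Read-out is CellTiter-Glo luminescence after 10 minutes at room temperature, following 48 hours' compound treatment of HT-1080-NT cells (750 cells/well, RPMI, 5% FBS, 37 degrees C).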
HT1080 IDH1KD tx = toxicity to HT-1080 IDH1 knockdown cells (counter line); HT-1080 IDH1 knockdown viability, ATP luminescence, 48 h; Potency, µM (titrated, usually from 46.1 µM), for the others: top-dose activity, negative = toxicity, actives largely listed as cytotoxic; 2% of 360,000 active; AID 686971;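 further: potency means the concentration at half of the fitted maximal effect; 0% = DMSO wells and -100% = cell-free medium wells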
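Cytotoxicity counter-line: IDH1KD HT-1080, 48 h, CellTiter-Glo. Curves classed by r2, magnitude and activity.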
KB-3-1 tox = KB-3-1 parental cell cytotoxicity; KB-3-1 viability, CellTiter-Glo ATP luminescence, 72 h; Potency, µM (doses to about 46.1 µM), for the others: at the top dose activity change, negative = cytotoxic, actives largely listed as cytotoxic; 1.4% of 400,000 active; AID 1347075; further: potency means the concentration at half of the fitted maximal effect; on the % scale 0 is the no-effect control and ±100 the full control effect; nearly all actives have a fitted effect of over 60% in size
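KB-3-1 cells, DMEM (no phenol red) + 10% FBS; compound by pin transfer, 72 h, 37 °C. Readout: CellTiter-Glo luminescence after 10 min. Data normalized, curve-fitted.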
SW480 rerep = DNA re-replication induction in SW480 cells; 1.8% of 340,000 active; SW480 DNA re-replication, Hoechst DNA content imaging, 48 h; AID 624297; Potency, µM (doses to about 46.1 µM), for inactives: at the top dose re-replication activation, most hits filed as activators; further: potency means the concentration at half of the fitted maximal effect; % of control where 0% means no effect; nearly all actives have a fitted effect of over 55% in size
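Readout is total intensity of Hoechst-stained nuclei, excited at 405 nm and collected at 500-530 nm. Compound treatment lasted 48 hr at 37 C in 5% CO2 before staining.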
An asterisk follows results filed as active; i = inactive; ? = inconclusive; . = no result given; & = joins results of further samples; [ ] = dose if it differs, or a comment. Unless noted, the call rests on the fitted dose curve; in most records, active means well fitted curve in the direction sought with a large enough effect; inconclusive means small, poorly fitted or top-dose-only effect, or another doubt; inactive means no such curve, though single readings can be large; an effect the other way counts as inactive or inconclusive.

SMILES | HepG2 tox | MCF10A rerep | IL1B secr inh | ATXN2 expr inh | S2 tox | HT1080NT lethal | HT1080 IDH1KD tx | KB-3-1 tox | SW480 rerep
CCN(C(=O)COC(=O)c1c(C)noc1C)C1CCS(=O)(=O)C1 (configuration not stated) | 0% | -21% | 1 | 1% | i | -20% | -2% | -3% | -20%
O=C(CCc1ccccc1)NNC(=O)c1cccc(F)c1 | 7% | 13% | 0 | 3% | ? | 9% | 2% | 14% | -5%
COc1cc(/C=N/NC(N)=S)cc(Br)c1OCc1ccccc1F | -51% | ? | 32 | ? | i | -10% | -19% | -29% | 5%
CCC(=O)Oc1ccc(C2NC(=O)c3ccccc3O2)cc1OC (configuration not stated) | -12% | ? | 0 | 0% | i | 4% | 10% | 1% | -7%
O=S(=O)(NCc1ccc(F)cc1)c1ccc(-c2cnc(C3CC3)o2)cc1 | -19%&-31% | ? | 8 | -26%&-33% | ? | ? | ? | -32%&-26% | ?
C[C@@H](C(=O)Nc1ccc2ccccc2c1)[C@H]1C[C@]1(C)[C@H](NC(=O)OCc1ccccc1)c1ccccc1 | -24% | ? | ? | 4% | ? | -10% | -5% | -32% | ?
COc1ccc(CCN(C)C(=O)CNC(=O)c2ccc3c(c2)OCO3)cc1OC | -17% | 10% | -11 | -5% | i | 2% | -11% | 13% | 6%
Cc1ccc(OCCOc2cccc(/C=N/NC(N)=O)c2)cc1 | -5% | 3% | 30 | 2% | ? | 4% | 6% | 1% | 4%
CCCCOc1ccc(S(=O)(=O)NC(=O)C2(C)CCN2C(=O)Cc2ccccc2Cl)cc1 (configuration not stated) | -3% | . | 42 | 11% | i | 4% | 26% | 0% | .
O=C(c1ccc(F)cc1)N1CCN(c2ccc([N+](=O)[O-])c(N3CCCCC3)c2)CC1 | -24% | -1% | -23 | -6% | i | 4% | -1% | -7% | 0%
COc1ccc(/C=N/N=C2/NC(=O)C(CC(=O)O)S2)cc1OCc1ccc(Cl)cc1Cl (configuration not stated) | 1% | 8% | 16 | 0% | i | 4% | 4% | 15% | -4%
CC(=O)CSc1nc2ccccc2o1 | -3% | 6% | -4 | 23% | i | 6% | 10% | 19% | -3%
COc1ccc(S(=O)(=O)N(C)c2ccc(C(N)=O)cc2)cc1 | 2% | -3% | -4 | -1% | i | 20% | -4% | 5% | 8%
CCOC(=O)c1ccc2nc(C)c3c(c2c1)OC(C)C3 (configuration not stated) | 8% | 8% | -7 | -11% | i | -15% | -14% | -8% | 3%
COc1cccc(CNc2nc(NCC3CC3)nc3ccsc23)c1OC | -47% | . | -101* | 0% | 16µM* | 23µM* | 12µM* | -8% | .
CC1(C)Cc2nc3sc4c(=O)n(CC(=O)NCc5ccccc5)cnc4c3cc2CO1 | 4% | 6.5µM* | 53 | 9% | ? | 8.9µM* | 3.5µM* | 2.6µM* | ?
O=C1CSC(c2cccc([N+](=O)[O-])c2)N1c1ccccc1 (configuration not stated) | 9% | ? | 27 | -7% | i | -5% | -14% | -7% | -60%[inhibitor]
CCCN(CCC)C(=O)NC1CC(=O)N(c2ccc(OC)cc2)C1 (configuration not stated) | 1% | -5% | 4 | 8% | ? | 12% | 14% | 12% | -5%
CCC(C)n1c(SCC(=O)Nc2ccccc2C(F)(F)F)nc2ccsc2c1=O (configuration not stated) | -2% | 10% | -1 | -19% | i | -26% | -20% | -11% | 10%
COc1cc(NC(=O)NCC2CCN(Cc3ccccc3F)CC2)cc(OC)c1 | -4% | -3% | -10 | -11% | i | ? | 4% | 5% | -5%

Looked up one by one from above:
SMILES | HepG2 tox | MCF10A rerep | IL1B secr inh | ATXN2 expr inh | S2 tox | HT1080NT lethal | HT1080 IDH1KD tx | KB-3-1 tox | SW480 rerep
O=C(c1ccc(F)cc1)N1CCN(c2ccc([N+](=O)[O-])c(N3CCCCC3)c2)CC1 | -24% | -1% | -23 | -6% | i | 4% | -1% | -7% | 0%
O=C(CCc1ccccc1)NNC(=O)c1cccc(F)c1 | 7% | 13% | 0 | 3% | ? | 9% | 2% | 14% | -5%
CCCN(CCC)C(=O)NC1CC(=O)N(c2ccc(OC)cc2)C1 (configuration not stated) | 1% | -5% | 4 | 8% | ? | 12% | 14% | 12% | -5%
COc1cc(NC(=O)NCC2CCN(Cc3ccccc3F)CC2)cc(OC)c1 | -4% | -3% | -10 | -11% | i | ? | 4% | 5% | -5%

Other results
SMILES | HepG2 tox | MCF10A rerep | IL1B secr inh | ATXN2 expr inh | S2 tox | HT1080NT lethal | HT1080 IDH1KD tx | KB-3-1 tox | SW480 rerep
O=C(NCc1cccs1)c1ccccc1C(=O)NCc1cccs1 | -1% | -4% | 18 | -1% | i | -1% | 1% | -3% | 3%
Cc1ccc(S(=O)(=O)C[C@@H]2OC3CCCCC3N2S(=O)(=O)c2ccc(C)cc2)cc1 (some centres not stated) | . | . | -7 | . | . | 13% | 7% | -6% | .
N/C(=N\OC(=O)CCc1ccccc1)c1ccccc1Cl | -1% | -11% | -9 | . | i | -7% | 20% | 9% | 3%
COc1ccc2nc(SCC(=O)NCC3CCCO3)c(C#N)cc2c1 (configuration not stated) | -9% | 23µM* | 19 | 21% | i | -6% | -3% | -13% | -4%
Cc1ccc(OCc2nnc(SCC(=O)Nc3sc(C)c(C)c3C#N)n2C)cc1 | -16% | 4% | -12 | 2% | i | -23% | -30% | -2% | -11%
CC(C)(C)SCCNS(=O)(=O)c1ccc2ccccc2c1 | -10% | 4% | -2 | -12% | i | -6% | 5% | -2% | 1%
Cn1c(=O)[nH]c(=O)c2c1nc(Br)n2CC(O)COCc1ccccc1 (configuration not stated) | -12% | 1% | 40 | -24% | ? | 12% | 12% | 9% | -4%
Cc1ccc(NS(=O)(=O)c2cccc(C(=O)N3CCN(c4ncccn4)CC3)c2)cc1 | -7% | ? | 37 | 0% | i | 5% | -2% | -24% | 5%
COC(=O)C1=C(C(=O)OC)[C@@H]2Nc3ccccc3[C@@]23C[C@@H](C(=O)OC)N(C(=O)c2cc(C)oc2C)C3=N1 | -17% | 10% | 0 | -4% | i | -3% | -7% | 0% | 4%
CCCn1nc(Oc2nc(SC)nc(N(C)C)n2)ccc1=O | -3% | -7% | 17 | 10% | i | 3% | 3% | ? | 0%
CCOC(=O)N1CCN(CC(=O)Nc2ccc(Oc3ccccc3)cc2)CC1 | -18% | 1% | -64* | -5% | ? | 10% | 3% | -4% | 1%
Clc1cccc(Cl)c1CNc1ccc(N2CCCC2)cc1 | -3% | -20% | ? | -10%[11.3 µM] | i | ? | -27% | 1% | ?
CCCCn1c(N)c(N(CCOC)C(=O)c2cc(-c3ccc(OC)cc3)nc3ccccc23)c(=O)[nH]c1=O | -1% | -4% | -13 | 6% | i | 11% | 5% | 18% | -1%
C=CCN(CC=C)Cc1c(C)[nH]c2ccc(C(=O)OCC)cc2c1=O | 4% | 2% | -2 | 4% | i | 4% | 6% | -4% | 1%
CCC(CC)c1nnc(NC(=O)c2cc([N+](=O)[O-])ccc2N2CCCCC2)s1 | 8% | ? | 25 | -7% | i | -11% | 16% | 1% | -8%
O=C(CSc1nnc2ccc(-c3ccccn3)nn12)NCC1CCCO1 (configuration not stated) | -38% | 5% | 6 | -1% | i | 11% | 3% | 9% | 13%
CCCCc1nnc(NC(=O)CN2C(=O)NC3(CCCCC3)C2=O)s1 | -9% | 1% | 0 | -6% | i | -3% | -8% | 8% | 8%
CCOC(=O)CCCNC(=O)COC(=O)c1cccc(F)c1 | -1% | 5% | -4 | -9% | i | -9% | 18% | -3% | -3%
CN(C)S(=O)(=O)c1ccc(C(=O)NNc2nc(-c3ccccc3)c3cc(Br)ccc3n2)cc1 | -26% | 4% | -60* | -15% | i | 1% | -10% | 0% | 14%
COC(=O)C1=C(C)NC(C)=C(C(=O)OC(C)C)C1c1cccc2nonc12 (configuration not stated) | 4% | ? | -12 | ? | i | 5% | -16% | 0% | ?
CN(C)Cc1csc(Nc2ccc(C(=O)c3ccccc3)cc2)n1 | -24% | . | -28 | -12% | i | -8% | -29% | -11% | .
O=C(Nc1ccccc1)c1cc2c(=O)c3ccccc3oc2nc1C(F)(F)F | -1% | -2% | 0 | -2% | i | 0% | 0% | 12% | -4%
CSc1ccccc1NC(=O)C1CC(c2ccccc2O)=NO1 (configuration not stated) | 0% | -2% | 8 | 18% | i | -28% | -29% | -8% | 15%
O=C(c1ccccc1)N1CCN(S(=O)(=O)c2cccs2)CC1 | -21% | 3% | -4 | -9% | i | 0% | -1% | -11% | -3%
O=C(COC(=O)Cc1ccc(S(=O)(=O)N2CCOCC2)s1)Nc1ccccc1Cl | -1% | -1% | 19 | 0% | i | 5% | 3% | 14% | -7%
Cc1cc(C(=O)N2CCN(c3ccccc3)CC2)c(C)o1 | 3% | -17% | -6 | 14% | i | 4% | ? | 9% | 3%
CCCc1cc(C(=O)N2CCC(n3nccc3NC(=O)c3ccc(OC)cc3)CC2)no1 | 4% | 0% | -4 | 2% | i | 1% | -6% | -2% | 18%
COc1ccc(S(=O)(=O)n2[nH]c(=O)c(CCO)c2C)c([N+](=O)[O-])c1 | 0% | 2% | 9 | 1% | i | -3% | -21% | 6% | 1%
C/C(=N\NC(=O)CN1CCN(Cc2ccc(C)cc2)CC1)c1ccncc1 | 7% | -3% | -1 | 0% | i | 18% | 17% | 8% | -6%
CC(C)OC(=O)N(C)C[C@@H]1OCc2cnnn2CCCC(=O)N([C@H](C)CO)C[C@H]1C | -2% | . | 19 | 7% | i | 2% | 2% | 6% | .
CC(C)(C)c1ccc(/C=N/n2cnnc2)cc1 | -1% | 5% | -5 | 26% | i | 26% | 23% | 10% | -11%
O=C(O)CNCC1COc2ccccc2O1 (configuration not stated) | 8% | -4% | -10 | 4% | i | -3% | -2% | -2% | -2%
COc1ccc2[nH]c(=O)c(CNc3cc(C)ccc3C)cc2c1 | -22% | 14% | -16 | -17% | i | ? | -28% | -23% | ?
O=P1(O)C=C(c2ccccc2)NC(c2ccccc2)=C1 | 2% | -5% | -1 | 5% | i | -4% | -6% | -3% | -3%

From PubChem
